# NPYLR7 ag – mosquito NPYLR7 agonism; HEK293T NPYLR7/Galpha15, GCaMP6s calcium fluorescence; activation, % at 10 µM; actives 0.15% (n = 270,000); in the data active = activation above about 40%;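 note: 0% = vehicle and 100% = reference agonist at the receptor; some compounds past the cut are filed as inactive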
# mcGAS lum – blocks mouse cGAS activity | Q8C6L5 | recombinant cGAS, Kinase-Glo ATP depletion luminescence | inhibition, % at 12.5 µM | actives 0.15% (n = 160,000);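 note: 0% = negative control wells and 100% = reference inhibitor with no enzyme activity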
# hcGAS lum – human cGAS inhibition; Q8N884; recombinant h-cGAS, ATP depletion, Kinase-Glo luminescence; inhibition, % at 12.5 µM; actives 0.081% (n = 290,000);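 note: 0% = vehicle reaction and 100% = reaction without DNA for no activity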
# Target sequence (Q8N884 whole entry, looked up): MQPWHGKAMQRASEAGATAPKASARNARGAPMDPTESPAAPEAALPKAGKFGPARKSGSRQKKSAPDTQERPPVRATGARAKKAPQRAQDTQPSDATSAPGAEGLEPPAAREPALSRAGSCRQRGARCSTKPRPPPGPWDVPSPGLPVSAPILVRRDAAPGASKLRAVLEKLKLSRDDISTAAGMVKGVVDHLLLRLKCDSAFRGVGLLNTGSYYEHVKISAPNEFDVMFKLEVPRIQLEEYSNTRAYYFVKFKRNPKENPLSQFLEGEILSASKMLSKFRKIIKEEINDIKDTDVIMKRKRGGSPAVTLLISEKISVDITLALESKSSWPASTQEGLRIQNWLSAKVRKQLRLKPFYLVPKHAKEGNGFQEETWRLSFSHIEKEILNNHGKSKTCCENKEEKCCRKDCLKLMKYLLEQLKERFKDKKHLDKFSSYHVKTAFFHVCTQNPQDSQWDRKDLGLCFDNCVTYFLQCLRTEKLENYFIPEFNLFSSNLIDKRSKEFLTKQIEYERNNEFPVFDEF
# The depositor's hits bear a star; . = no result given. Cut-off read from the data, not from the text of the source, unless noted: active = inhibition above about 40%; inactive = the rest.
SMILES,NPYLR7 ag,mcGAS lum,hcGAS lum
CCOC(=O)c1cccnc1Oc1cccc(NC(=O)c2ccoc2)c1,-15,-4,-5
CCC(C)Sc1nnc(-c2cn(C)nc2OC)n1CC (stereo not given),11,-10,-5
Cn1c(=NC(=O)C2=COCCO2)sc2cc(F)ccc21,2,.,1
Cc1cc(C)c(OCC(=O)N2N=C(c3ccccc3)CC2(O)C(F)(F)F)c(C)c1 (stereo not given),-15,.,-5
CC1CN(C(c2ccccc2)C2Sc3nc(-c4ccco4)nn3C2=O)CC(C)O1 (stereo not given),-5,-7,-11
COCCN1C(=O)CSC12CCN(C(=O)Nc1c(C)cccc1C)CC2,.,-3,-3
CCOc1cc(NC(=O)N2CCC(c3nc(C)no3)CC2)ccc1C,0,.,-1
N#Cc1c(-c2ccc3c(c2)OCO3)csc1N,-3,-1,0
COc1ccc(-n2ccnc2CN2CCOC(CN)C2)cc1 (stereo not given),17,.,-6
COc1ccc(OC)c(NC(=O)Cn2cccc(-c3nc(-c4ccc(C)cc4)no3)c2=O)c1,-1,-6,-5
COc1ccc(CN(Cc2ccc(F)cc2)Cc2nc(C(=O)O)co2)c(OC)c1,10,-6,-5
CCOC(=O)C(C)(C)N(C)CC(=O)NC1CCCC1,0,.,-5
Clc1ccc2nc(Cl)nc(-c3ccccc3)c2c1,-6,-2,3
CCCC(=O)Nc1cccc(C(=O)N(C)Cc2cc(C(C)(C)C)n[nH]2)c1,7,-11,-3
Cc1ccc(NC(=O)CC(=O)NCc2ccccc2-n2cncn2)cc1,0,.,-6
Cc1ccnc(SCc2cc(=O)c(OC(=O)c3ccc(Cl)cc3)co2)n1,-16,6,3
O=C(COc1cc(Cl)ccc1Cl)NCc1nc2ccccc2[nH]1,5,.,-5
CC(=O)Nc1ccc(SCCCC(=O)N2CCN(C)CC2)nn1,-1,-1,-5
CN(C)CCN(C(=O)c1ccc2ccccc2c1)c1nc2c(F)cccc2s1,-5,-8,-5
CC(C)(C)S(=O)(=O)c1ccc(C(=O)O)s1,-3,-4,-10
CN(C(=O)c1ccc(N2C(=O)C3C4C=CC(C4)C3C2=O)cc1)c1ccccc1 (stereo not given),5,.,-1
O=C(CC1CCCC1)N1CCN(c2nccn2-c2cccc(Cl)c2)CC1,3,-8,-3
Cc1cc(C(=O)N/N=C\c2cc(Br)ccc2O)n[nH]1,4,.,-10
Nc1nc(-c2ccc(F)c(F)c2)cs1,2,.,-5
O=C(Cc1cccnc1)NCCCn1cccc1,0,.,3
COc1ccc(NC(=O)N(Cc2cccc(OS(=O)(=O)c3ccc(F)cc3)c2)C(C)C)c(OC)c1,6,-5,1
O=C(c1ccccc1C1CCNC1)N1CCC(O)(c2cccnc2)CC1 (stereo not given),3,.,-3
O=c1[nH]cnc2scc(-c3cccs3)c12,4,-2,4
CC(C)CN[C@H]1[C@H](O)C[C@@H]2CC(C)(C)OC[C@]21O,3,-6,-1
CSc1nc(NC(C)C)c2cnn(CCNC(=O)C3CC3)c2n1,.,-8,-4
c1ccc2c(c1)ncn2-c1ccc(CN2CCCC2)cc1,-10,.,-2
C(=C\c1ccccc1)/C1=NN(c2ccccc2)C(c2ccccc2)C1 (stereo not given),1,-3,0
CC(C)N(Cc1nccn1C)C(=O)c1cc(Cl)c[nH]c1=O,0,-7,-3
O=C(c1cnccn1)N1CCN(c2ccc(C(F)(F)F)cc2[N+](=O)[O-])CC1,5,-7,-2
CCOC(=O)[C@@H]1CN(C(=O)OCC(C)C)[C@H]2c3cccc(F)c3O[C@@H]12,-3,-8,-2
Oc1cccc(-c2cn(Cc3scnc3-c3ccccc3)nn2)c1,3,.,-7
Clc1ccc(CN2CCN(c3cc(Oc4ccc(Cl)cc4)ncn3)CC2)cc1,4,-4,-2
Cc1ccc2nc(-c3cccc(Cl)c3)c(NC(=O)Cc3ccccc3)n2c1,-6,-1,1
CSc1cccc(NC(=O)N2CCC(CCC(=O)N(C)Cc3ccccc3)CC2)c1,0,.,-12
C(=C\c1nn2c(Cn3cnc4ccccc43)nnc2s1)/c1ccccc1,15,.,4
O=C(Cn1cncn1)NN=Cc1cccs1,4,.,-5
COc1ccc(OC)c(CN(C(=O)[C@@H]2C[C@H](N)CN2C)C2CCCC2)c1,-6,.,-6
CSc1nc(N2CCOCC2)c2cnn(CCNC(=O)C3CC3)c2n1,.,0,3
O=C(CCS(=O)(=O)c1ccccc1)N(Cc1cccnc1)c1nc2cc3c(cc2s1)OCO3,-5,-8,-7
Cc1ccccc1C(=O)N[C@@H]1CCCCC1NC(=O)C1CCN(C(=O)c2ccccc2Br)CC1 (stereo not given in full),1,-3,-4
COc1cccc(C2C(C(=O)c3ccc(C)o3)=C(O)C(=O)N2CCN(C)C)c1 (stereo not given),7,-7,-5
O=C1NC(=S)N/C1=C\c1ccc(-c2ccc([N+](=O)[O-])cc2)o1,-5,-4,6
CCOc1ccc(F)cc1NC(=O)C(=O)N(C)CCc1ccccc1,8,.,-7
Cc1nonc1CN(C)C(=O)c1cn(CC2CCCCC2)nn1,-2,.,2
CCC(Sc1ccccc1)C(=O)N(C)C1CCS(=O)CC1 (stereo not given),-2,.,-8
# Following part
SMILES,NPYLR7 ag,mcGAS lum,hcGAS lum
CC(C)NC1CCCN(c2ncnc3c(Br)cccc23)C1 (stereo not given),2,.,-10
CC1(C)OCC(C2OC(Nc3ccc(CCCC(=O)NCCCN4CCCC4=O)cc3)[C@H]3OC(C)(C)O[C@@H]23)O1 (stereo not given in full),-6,.,-9
Cc1ccc(NC(=O)c2csc(CSc3nnc(-c4ccco4)n3-c3ccc(F)cc3)n2)cc1,14,-4,-6
CCN1CCN(C(=O)c2cc(-c3ccccc3)nc3c2c(C)nn3C2CCS(=O)(=O)C2)CC1 (stereo not given),2,-8,-7
Cc1nn(C)c(Cl)c1CN1CCCC(C(=O)c2ccc(C(F)(F)F)cc2)C1 (stereo not given),8,-7,-8
O=C(c1ccc([N+](=O)[O-])o1)N(Cc1cccnc1)c1nc2c(Cl)cccc2s1,-25,1,1
COc1ccc(OC)c(NC(=O)CSc2nc(=O)n(CCN3CCOCC3)c3c2CCC3)c1,-1,-7,-7
C=CCc1c(C)nc2c(-c3ccccc3)cnn2c1NCCCN1CCOCC1,3,-8,-6
CC(C)C(=O)N(Cc1nccn1Cc1ccccc1C(F)(F)F)C1CCCCC1,24,-4,-4
O=C(C1CCC1)N1C[C@@H](O)[C@H](NCc2cccnc2)C1,.,-13,-8
CN(Cc1ccsc1)C(=O)CNC(=O)N1CCc2ccccc2C1,-25,.,1
COCCN(Cc1cnn(C)c1)C(=O)c1ccc2[nH]c3c(c2c1)CCCC3,2,-17,-7
CC(C)NC(=O)CN1CCN(Cc2nc(-c3ccc(Cl)cc3)no2)CC1,2,.,-6
O=C1CCC(=O)N1OCCCCOc1ccccc1OCc1ccccc1,6,.,-10
COCCNc1ncnc2c1nc1n2CCCCC1,6,.,0
Cc1cc(C)cc(NC(=O)Cn2c(-n3nc(C)cc3C)nc(C)c(C)c2=O)c1,-3,-8,-8
CN(Cc1ccccc1)C(=O)c1ccc(Nc2nc(C(N)COCc3ccccc3)cs2)nc1 (stereo not given),-3,-5,-2
CCCCC(C(=O)OCC)N1C(=O)C2CC=C(Cl)CC2C1=O (stereo not given),36,.,5
O=C(CSc1nc(=O)n(Cc2ccncc2)c2c1CCC2)N1CCCc2ccccc21,2,-9,-1
COc1cccc(CN2C[C@@H]3[C@H](C2)[C@H]2CC[C@@H]3O2)c1OCCN1CCOCC1,8,.,-7

# Some entries already given with just hcGAS lum.
smiles | hcGAS lum
Cc1cc(C)cc(NC(=O)Cn2c(-n3nc(C)cc3C)nc(C)c(C)c2=O)c1 | -8
CN(Cc1ccccc1)C(=O)c1ccc(Nc2nc(C(N)COCc3ccccc3)cs2)nc1 (stereo not given) | -2

# (listing goes on)
SMILES,NPYLR7 ag,mcGAS lum,hcGAS lum
Cc1nc(C)c(-c2n[nH]c(=S)o2)s1,7,.,-3
CCOC(=O)c1cnc(-c2cccc(C(F)(F)F)c2)nc1NCCCN(C)c1ccccc1,45,-5,-5
COCCN1C(=O)N(C(C)C)C(=O)C12CCN(Cc1cccc(Oc3ccc(Cl)cc3)c1)CC2,3,1,-3
O=C(NCCc1ccccn1)c1cccc(Nc2c(Oc3ccc4c(c3)OCO4)cnn(-c3cccc(Cl)c3)c2=O)c1,10,-4,-2
Cc1ccc(-c2nn(-c3cc(Cl)ccc3[N+](=O)[O-])c(=O)c3ccccc23)c(C)c1,-8,-6,-5
CCN(C(=O)c1cnc2scc(C)n2c1=O)c1ccccc1C,5,-5,-5
COc1cccc(C2=NN(C(=O)CN3CCC4(CC3)OCCO4)C(c3ccccc3F)C2)c1 (stereo not given),-3,-3,0
COCC(=O)Nc1ccc(N2CCN(C(=O)CCC3CCCC3)CC2)nc1,-6,-8,-6
Nc1ccc(S(=O)(=O)NC2(C(F)(F)F)C(=O)Nc3c2c(=O)[nH]c(=O)n3-c2ccccc2)cc1 (stereo not given),-12,.,2
CC(C)[C@H](NC(=O)C12CC3CC(CC(C3)C1)C2)C(=O)O,10,.,-13
NS(=O)(=O)c1ccc(N=Nc2c(-c3ccc([N+](=O)[O-])cc3)[nH]n(-c3ccccc3)c2=O)cc1,-4,-7,-4
Cc1ccc(-n2ncc3c(C)nn(CC(=O)Nc4ccc5c(c4)OCCO5)c(=O)c32)c(C)c1,5,.,-3
CC(C)S(=O)(=O)NC(=O)C1(C)CCN1C(=O)c1cccc(F)c1 (stereo not given),2,.,3
CCOC(=O)C(Cc1ccccc1)N(Cc1cc(Br)ccc1OCC)C(=O)c1cc(-c2cccc(Br)c2)nc2ccccc12 (stereo not given),-9,-5,1

# Exported with tabs: 25 of the compounds above
SMILES	NPYLR7 ag	mcGAS lum	hcGAS lum
CCC(Sc1ccccc1)C(=O)N(C)C1CCS(=O)CC1 (stereo not given)	-2	.	-8
CC(C)NC1CCCN(c2ncnc3c(Br)cccc23)C1 (stereo not given)	2	.	-10
CC1(C)OCC(C2OC(Nc3ccc(CCCC(=O)NCCCN4CCCC4=O)cc3)[C@H]3OC(C)(C)O[C@@H]23)O1 (stereo not given in full)	-6	.	-9
Cc1ccc(NC(=O)c2csc(CSc3nnc(-c4ccco4)n3-c3ccc(F)cc3)n2)cc1	14	-4	-6
CCN1CCN(C(=O)c2cc(-c3ccccc3)nc3c2c(C)nn3C2CCS(=O)(=O)C2)CC1 (stereo not given)	2	-8	-7
Cc1nn(C)c(Cl)c1CN1CCCC(C(=O)c2ccc(C(F)(F)F)cc2)C1 (stereo not given)	8	-7	-8
O=C(c1ccc([N+](=O)[O-])o1)N(Cc1cccnc1)c1nc2c(Cl)cccc2s1	-25	1	1
COc1ccc(OC)c(NC(=O)CSc2nc(=O)n(CCN3CCOCC3)c3c2CCC3)c1	-1	-7	-7
C=CCc1c(C)nc2c(-c3ccccc3)cnn2c1NCCCN1CCOCC1	3	-8	-6
CC(C)C(=O)N(Cc1nccn1Cc1ccccc1C(F)(F)F)C1CCCCC1	24	-4	-4
O=C(C1CCC1)N1C[C@@H](O)[C@H](NCc2cccnc2)C1	.	-13	-8
CN(Cc1ccsc1)C(=O)CNC(=O)N1CCc2ccccc2C1	-25	.	1
COCCN(Cc1cnn(C)c1)C(=O)c1ccc2[nH]c3c(c2c1)CCCC3	2	-17	-7
CC(C)NC(=O)CN1CCN(Cc2nc(-c3ccc(Cl)cc3)no2)CC1	2	.	-6
O=C1CCC(=O)N1OCCCCOc1ccccc1OCc1ccccc1	6	.	-10
COCCNc1ncnc2c1nc1n2CCCCC1	6	.	0
Cc1cc(C)cc(NC(=O)Cn2c(-n3nc(C)cc3C)nc(C)c(C)c2=O)c1	-3	-8	-8
CN(Cc1ccccc1)C(=O)c1ccc(Nc2nc(C(N)COCc3ccccc3)cs2)nc1 (stereo not given)	-3	-5	-2
CCCCC(C(=O)OCC)N1C(=O)C2CC=C(Cl)CC2C1=O (stereo not given)	36	.	5
O=C(CSc1nc(=O)n(Cc2ccncc2)c2c1CCC2)N1CCCc2ccccc21	2	-9	-1
COc1cccc(CN2C[C@@H]3[C@H](C2)[C@H]2CC[C@@H]3O2)c1OCCN1CCOCC1	8	.	-7
Cc1nc(C)c(-c2n[nH]c(=S)o2)s1	7	.	-3
CCOC(=O)c1cnc(-c2cccc(C(F)(F)F)c2)nc1NCCCN(C)c1ccccc1	45	-5	-5
COCCN1C(=O)N(C(C)C)C(=O)C12CCN(Cc1cccc(Oc3ccc(Cl)cc3)c1)CC2	3	1	-3
O=C(NCCc1ccccn1)c1cccc(Nc2c(Oc3ccc4c(c3)OCO4)cnn(-c3cccc(Cl)c3)c2=O)c1	10	-4	-2
